Compound activity deposited in PubChem BioAssay by Sanford-Burnham Center for Chemical Genomics.
hIAP activ – increases human intestinal alkaline phosphatase activity; purified human IAP, CDP-Star luminescence, 30 min; active compounds read high; 1 = vehicle-only enzyme, 0 = enzyme-free background; activation factor at 10 µM; 0.16% of 330,000 active;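 active means activation factor of the enzyme at least 2-fold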; further: the source names both 10 and 20 µM as test concentration; values of inactives mirror those of a sister screen read the other way
Target sequence (P09923 whole entry, looked up): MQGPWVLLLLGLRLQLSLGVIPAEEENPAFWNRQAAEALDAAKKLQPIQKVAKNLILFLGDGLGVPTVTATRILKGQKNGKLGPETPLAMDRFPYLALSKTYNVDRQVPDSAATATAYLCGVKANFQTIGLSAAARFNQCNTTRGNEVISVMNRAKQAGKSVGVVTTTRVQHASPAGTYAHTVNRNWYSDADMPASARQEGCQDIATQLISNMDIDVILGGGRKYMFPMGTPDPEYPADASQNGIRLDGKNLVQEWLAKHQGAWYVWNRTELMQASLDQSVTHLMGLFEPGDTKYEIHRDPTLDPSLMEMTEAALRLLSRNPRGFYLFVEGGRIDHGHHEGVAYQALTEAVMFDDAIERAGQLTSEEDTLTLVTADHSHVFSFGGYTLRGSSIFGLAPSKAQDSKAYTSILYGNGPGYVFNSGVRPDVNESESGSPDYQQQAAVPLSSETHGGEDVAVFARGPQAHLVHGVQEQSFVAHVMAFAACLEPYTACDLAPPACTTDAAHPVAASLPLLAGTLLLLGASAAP
GRIN3A LBD mod – NR3A (human) ligand-binding domain modulation | NR3A LBD differential scanning fluorimetry, Tm shift; 0% = protein alone, 100% = glycine-bound protein | Tm shift relative to glycine control, % at 25 µM | 2.5% of 340,000 active | AID 1259313;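 active means melting temperature shift of at least 10% of the positive control shift, at one fixed dose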
A3G deaminase – blocks human APOBEC3G single-stranded DNA deamination; 0.28% of 330,000 active; AID 493012; inhibition, % at 20 µM; Q9HC16; recombinant A3G, ssDNA deamination FAM/TAMRA fluorescence;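 active means inhibition of at least 40% at 20 µM, with no more than 30% in the related APOBEC3A deaminase screen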;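 further: plate controls were DMSO wells with A3G for no effect and wells lacking A3G enzyme for full effect; some compounds called inactive have numbers as strong as hits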
Target sequence (Q9HC16 whole entry, looked up): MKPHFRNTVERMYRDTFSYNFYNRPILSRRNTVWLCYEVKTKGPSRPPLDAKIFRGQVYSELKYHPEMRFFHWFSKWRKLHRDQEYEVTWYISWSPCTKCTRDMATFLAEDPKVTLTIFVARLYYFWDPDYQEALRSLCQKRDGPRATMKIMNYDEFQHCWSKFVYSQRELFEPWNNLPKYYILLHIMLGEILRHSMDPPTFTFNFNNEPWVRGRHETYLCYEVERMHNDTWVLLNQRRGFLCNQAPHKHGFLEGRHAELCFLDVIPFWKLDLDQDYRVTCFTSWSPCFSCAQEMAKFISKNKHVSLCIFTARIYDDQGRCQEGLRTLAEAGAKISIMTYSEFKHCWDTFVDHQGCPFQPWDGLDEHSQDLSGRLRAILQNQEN
MIN6 prolif – inducers of beta-cell replication in MIN6 cells. MIN6 cells proliferation, ATPlite luminescence, 48 h; cells starved in 0.2% serum; 100% = growth in 10% serum. proliferation, % at 10 µM. AID 2380. 0.29% of 330,000 active;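 active means compounds whose signal lies at least 3.5 SD above the mean of all wells on their plate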;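 further: 0% = DMSO-treated cells in low-serum medium and 100% = 10% serum control; some compounds called inactive have numbers as strong as hits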
A3A deaminase – human APOBEC3A DNA deaminase inhibition | P31941 | recombinant A3A, FAM/TAMRA ssDNA deamination fluorescence | inhibition, % at 20 µM | 0.41% of 330,000 active | AID 493011;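 active means at least 40% inhibition at 20 µM here, with at most 30% in a related deaminase screen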;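 further: plate controls were A3A with DMSO for no effect and wells lacking A3A enzyme for full effect; some results filed as inactive read as strong as hits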
MPTP inh – blocks calcium-induced mitochondrial swelling | isolated mouse mitochondria, Ca2+ swelling absorbance, 30 min | inhibition, % at 10 µM | 1.4% of 360,000 active;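 active means inhibition of 50% or more, scaled per plate between neutral and stimulator controls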;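 further: 0% = DMSO wells given calcium and 100% = 1 mM EGTA wells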
hIAP inh – blocks human intestinal alkaline phosphatase; P09923; purified IAP, CDP-Star luminescence, 30 min; inhibition, % at 10 µM; 0.12% of 330,000 active;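 active means inhibition reaching a set limit with compound at 10 µM in the primary screen, cut at about 35% in these data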;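 further: plate controls were DMSO wells with enzyme for no effect and no-enzyme buffer wells for full effect; values of inactives mirror those of a sister screen read the other way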
mIAP inh – mouse IAP inhibition | purified mouse IAP, CDP-Star luminescence, 30 min | inhibition, % at 10 µM | 0.2% of 330,000 active;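 active means inhibition of at least 40% at 10 µM in the primary screen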;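 further: plate controls were DMSO with enzyme for no effect and no enzyme wells for full effect; values of inactives mirror those of a sister screen read the other way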
mIAP activ – increases mouse intestinal alkaline phosphatase activity; muIAP, CDP-Star luminescence, 30 min; active compounds read high; 1 = vehicle-only enzyme signal, 0 = enzyme-free wells; AID 2805; activation factor at 10 µM; 0.24% of 330,000 active;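 active means activation factor of at least 2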; further: the source names both 10 and 20 µM as test concentration; values of inactives mirror those of a sister screen read the other way
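System: Mouse IAP enzyme | Also added: CDP-Star substrate | Dosing: Compounds dispensed in DMSO | Schedule: 30 min enzyme-substrate-compound incubation at room temperature | Technique: Chemiluminescence readout | Control set: DMSO-only wells and no-enzyme negative control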
Active calls of the source: *; nt = no result given.

The opening two compounds (preview)
1	CN1CCN(C(=O)c2cc(Cl)cc(Cl)c2NC(=O)c2ccco2)CC1
2	Nc1[nH]nc2nc(NCc3ccccc3)c3c(c12)CCN(Cc1ccccc1)C3

entry no.	1	2
hIAP activ	0.78	1
GRIN3A LBD mod	0	1
A3G deaminase	2	1
MIN6 prolif	0	-1
A3A deaminase	-4	4
MPTP inh	0.7	-3.3
hIAP inh	22	-1
mIAP inh	0	-16
mIAP activ	0.99	1.2

Main list, repeating the preview:
1	CN1CCN(C(=O)c2cc(Cl)cc(Cl)c2NC(=O)c2ccco2)CC1
2	Nc1[nH]nc2nc(NCc3ccccc3)c3c(c12)CCN(Cc1ccccc1)C3
3	COc1c(OC(C)=O)ccc(/C=N\NC(=O)c2ccc(Br)cc2)c1[N+](=O)[O-]
4	O=[N+]([O-])c1ccc2c(c1)CNc1ccccc1O2
5	CC(C)(O)CCC(C)(C)O
6	O=C(c1ccccc1)c1ccc2ccccc2n1

entry no.	1	2	3	4	5	6
hIAP activ	0.78	1	1.1	1.1	0.87	1.1
GRIN3A LBD mod	0	1	-9	0	4	-1
A3G deaminase	2	1	-6	-7	-9	-6
MIN6 prolif	0	-1	-3	-2	-3	-1
A3A deaminase	-4	4	-1	-6	-3	-2
MPTP inh	0.7	-3.3	-1.1	1.7	-1.2	-2.6
hIAP inh	22	-1	-10	-7	13	-15
mIAP inh	0	-16	-8	1	3	2
mIAP activ	0.99	1.2	1.1	0.99	0.97	0.98

7	Cn1c(=O)[nH]c(=O)c2c1nc(N1CCN(CCO)CC1)n2Cc1ccccc1
8	CCc1ccc(CNC(=O)C2CCCN(S(=O)(=O)N3CC(C)CC(C)C3)C2)cc1 (centres undefined)
9	COc1ccc(NC(=O)C2CCCN2C(=O)NC2CCCCC2)c(OC)c1 (centres undefined)
10	COc1ccc(OC)c(S(=O)(=O)NC(N)=NCCc2ccccc2OC)c1
11	CNC(=O)CSc1nc2cc(S(=O)(=O)Nc3ccc(OC)cc3)ccc2o1
12	CSC1=NCCN1C(=O)c1ccc(S(=O)(=O)N2CCOCC2)cc1

entry no.	7	8	9	10	11	12
hIAP activ	0.88	1.6	1.1	1.2	0.93	1
GRIN3A LBD mod	2	0	-1	nt	2	-1
A3G deaminase	-4	11	-3	-4	-11	-2
MIN6 prolif	1	-3	1	3	-3	-2
A3A deaminase	-5	4	-1	-1	-2	1
MPTP inh	-0.1	4.5	-1.7	nt	0.1	-2.8
hIAP inh	12	-58	-9	-19	7	-3
mIAP inh	2	-26	-1	1	-2	-11
mIAP activ	0.98	1.3	1	0.99	1	1.1

13	O=C(CN1C(=O)NC2(CCCC2)C1=O)N1CCN(S(=O)(=O)c2cc(Cl)ccc2Cl)CC1
14	CN(C)CCN(Cc1ccco1)C(=O)c1oc2ccccc2c1NC(=O)COc1ccccc1
15	CCN(CC(=O)Nc1ccccc1OC)C(=O)CSCC(=O)Nc1ccc(OC)cc1
16	O=C1CC(c2ccccc2)CC(=O)N1c1ccc(C(F)(F)F)cc1
17	CCc1nnc(NC(=O)CSc2nnc(C)n2Cc2ccccc2)s1
18	CCOc1ccc(NS(=O)(=O)c2ccc(NS(=O)(=O)c3cccs3)cc2)cc1

entry no.	13	14	15	16	17	18
hIAP activ	0.92	1.2	1.1	1.1	0.95	0.97
GRIN3A LBD mod	1	-2	1	0	-2	-4
A3G deaminase	-6	3	-6	-6	-3	-7
MIN6 prolif	-5	-7	0	-4	-2	0
A3A deaminase	-4	7	0	1	0	-4
MPTP inh	-0.6	-0.9	-0.7	0.1	0.5	-1.4
hIAP inh	8	-18	-6	-14	5	3
mIAP inh	-7	2	4	-8	-1	8
mIAP activ	1.1	0.98	0.96	1.1	1	0.92

19	Fc1ccc(/C=N/n2cnn(Cc3ccccc3Cl)c2=S)cc1
20	Cc1ccc(Oc2ccc3c(c2)C(=O)N(c2cccc4cccnc24)C3=O)cc1
21	O=C(N/N=C/c1cccc(O)c1)c1cc(-c2ccccc2)nc2ccccc12
22	Clc1ccccc1Cn1nnc(-c2cccs2)n1
23	COc1ccc(S(=O)(=O)N2CCOCC2)c(C)c1C
24	CC(C)OCC(O)CCc1n[nH]c(=S)n1-c1ccccc1 (centres undefined)

entry no.	19	20	21	22	23	24
hIAP activ	0.98	0.94	1	1	0.97	1
GRIN3A LBD mod	-1	0	15*	-4	2	-1
A3G deaminase	-1	-12	-12	-3	-4	-9
MIN6 prolif	2	-1	-4	-1	-2	0
A3A deaminase	-2	-5	-3	-3	-2	-5
MPTP inh	-0.4	15	0.0	-0.5	-0.5	0.7
hIAP inh	2	6	-2	-2	3	-2
mIAP inh	2	10	13	-6	1	-5
mIAP activ	0.98	0.9	0.87	1.1	0.99	1

25	CCc1cc2cc(C)cc(C)c2nc1SCC(=O)N1CCCC1
26	CN=c1sc2ccccc2n1CC(O)c1ccccc1 (centres undefined)
27	COC(=O)c1ccc2c(=O)n(Cc3ccc(C(=O)NCCCN4CCOCC4)cc3)c(=S)[nH]c2c1
28	Cc1nnc(SCC(=O)N2CCN(c3ccccc3F)CC2)n1C1CC1
29	CC(=O)N1N=C(c2ccc3ccccc3c2)OC1(C)C
30	CSc1ccc(C(=O)C2CCCN(C(=O)CCc3cnn(C)c3)C2)cc1 (centres undefined)

entry no.	25	26	27	28	29	30
hIAP activ	1.1	0.96	1.1	1.1	1	1
GRIN3A LBD mod	-2	-3	-2	1	-1	-1
A3G deaminase	-8	-6	-6	-11	-6	-2
MIN6 prolif	-2	2	-4	-1	0	-1
A3A deaminase	-4	3	-6	-2	1	0
MPTP inh	0.0	0.6	-0.5	-1.8	3.0	-0.1
hIAP inh	-12	4	-10	-8	-2	-2
mIAP inh	-4	3	-2	5	-12	6
mIAP activ	1	0.97	1	0.95	1.1	0.94

31	CN(Cc1ccccc1)C(=O)COC(=O)C1CCN(S(=O)(=O)c2ccc(Cl)c(C(F)(F)F)c2)CC1
32	COC(=O)CC1SC(=O)NC1=O (centres undefined)
33	COc1cc([N+](=O)[O-])cc2sc(NC(=O)c3c(F)cccc3F)nc12
34	CC(O)[C@H]1CNCCN1CCc1cccc2ccccc12 (some centres undefined)
35	COc1ccc(C2/C=C\CN(S(=O)(=O)c3cccc4cccnc34)CC(=O)N2Cc2ccc(F)cc2)cc1 (centres undefined)
36	COc1cc(C2C(C(C)=O)=C(O)C(=O)N2CCc2ccc(OC)c(OC)c2)ccc1O (centres undefined)

entry no.	31	32	33	34	35	36
hIAP activ	1.1	0.98	0.93	1.2	0.93	1
GRIN3A LBD mod	-4	2	5	-2	3	2
A3G deaminase	0	-6	0	-1	-3	0
MIN6 prolif	-2	0	-1	-5	-4	-1
A3A deaminase	21	-2	1	1	3	-2
MPTP inh	1.7	-1.6	-0.5	0.2	-0.3	2.6
hIAP inh	-12	2	7	-18	7	-2
mIAP inh	9	0	1	3	4	-5
mIAP activ	0.91	1	0.99	0.97	0.96	1.1

37	O=C(CC(Cc1ccccc1)c1ccco1)NC1CCCCC1 (centres undefined)
38	O=C(OCc1nc2scc(-c3ccccc3)c2c(=O)[nH]1)c1cccc([N+](=O)[O-])c1
39	COc1ccc(/C=C(\C#N)C(=O)OCC(=O)NC(=O)NCCC(C)C)cc1
40	O=C(O)COc1ccc(Br)cc1/C=N/O
41	O=C(c1ccc(Cl)c([N+](=O)[O-])c1)N1CCN(C(=O)c2ccco2)CC1
42	FC(F)(F)c1cnc(COc2ccc(Cl)cc2Cl)c(Cl)c1

entry no.	37	38	39	40	41	42
hIAP activ	1.1	0.91	1.1	0.86	0.98	0.92
GRIN3A LBD mod	0	-4	-2	-1	-5	15*
A3G deaminase	-4	-5	-3	3	-4	4
MIN6 prolif	-2	-1	-4	-5	-2	-1
A3A deaminase	-1	1	0	18	0	3
MPTP inh	-0.5	1.3	0.8	4.6	-3.3	0.9
hIAP inh	-6	9	-10	14	2	8
mIAP inh	-1	17	-5	2	-3	8
mIAP activ	1	0.83	1.1	0.97	1	0.92

43	CCOc1ccc(-c2nnc3ccc(SCC(=O)Nc4nc5ccccc5s4)nn23)cc1
44	O=C(Nc1ccc(O)cc1)c1ccc(NC(=O)c2cccs2)cc1
45	CCc1ccc(C2C(C#N)=C(N)OC3=C2C(=O)CCC3)s1 (centres undefined)
46	CCOc1ccc(NC(=O)CCS(=O)(=O)c2cccc3nsnc23)cc1
47	COC(=O)COc1cccc2c(=O)n(CC(=O)Nc3ccc4c(c3)OCCO4)ccc12
48	Cc1c(N=Cc2c(O)n(C3CCCCC3)c(=O)[nH]c2=O)c(=O)n(-c2ccccc2)n1C

entry no.	43	44	45	46	47	48
hIAP activ	0.82	1.1	1.2	0.99	0.9	1.2
GRIN3A LBD mod	5	28*	-1	1	2	7
A3G deaminase	-10	2	-8	0	-4	-8
MIN6 prolif	0	2	-2	-2	-1	-4
A3A deaminase	-9	-7	1	3	4	-10
MPTP inh	1.0	-0.8	-0.5	-0.5	-0.3	-17
hIAP inh	18	-5	-17	1	10	-21
mIAP inh	5	-2	2	5	-7	4
mIAP activ	0.95	1	0.98	0.95	1.1	0.96

49	Cc1ccnc(NC(=O)Cc2ccc(F)cc2)n1
50	O=C(Cc1cccs1)Nc1ccc(C(=O)O)cc1
51	CCN(CC)S(=O)(=O)c1ccc(N2CCCC2)c(NC(=O)CN2C(=O)NC3(CCCC3)C2=O)c1
52	O=C(NC1(C(F)(F)F)NC(=O)N(C2CCCCC2)C1=O)c1cccs1 (centres undefined)
53	O=C(COC(=O)Cc1n[nH]c(=O)c2ccccc12)Nc1ccc(Cl)cn1
54	CCC1CCCCN1CCCNC(=O)c1cn(CC)c2ccc(S(=O)(=O)N3CCc4ccccc4C3)cc2c1=O (centres undefined)
55	Cc1c(N2C(=O)CSC2c2ccccc2)c(=O)n(-c2ccccc2)n1C (centres undefined)

entry no.	49	50	51	52	53	54	55
hIAP activ	1	1.1	0.94	1.3	0.97	0.91	1.1
GRIN3A LBD mod	0	0	0	1	-1	-4	0
A3G deaminase	1	-5	-11	-2	-2	-5	-8
MIN6 prolif	-2	-2	-3	-2	3	-6	-1
A3A deaminase	4	-1	-2	0	3	2	-5
MPTP inh	-0.1	-1.3	0.6	1.8	-1.4	-0.5	5.6
hIAP inh	0	-11	6	-32	3	9	-10
mIAP inh	0	8	-1	0	-1	15	-3
mIAP activ	1	0.92	1	1	1	0.85	1

As entered above.
CN(Cc1ccccc1)C(=O)COC(=O)C1CCN(S(=O)(=O)c2ccc(Cl)c(C(F)(F)F)c2)CC1 in hIAP activ shows 1.1
O=C(COC(=O)Cc1n[nH]c(=O)c2ccccc12)Nc1ccc(Cl)cn1 in hIAP inh shows 3
